HSP90 refold inh = HSP90 inhibitors, primary screen, cell lysate, luminescence. Heat shock protein HSP 90 (rabbit reticulocyte lysate; luciferase refolding). Rabbit reticulocyte lysate, luciferase refolding luminescence, 3 h. inhibition, % at 5.6 µM. 290,000 compounds, 0.91% hits. AID 1789, 2009;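 active = inhibition above the screen-wide mean plus 3 SD, computed separately per campaign, cut at about 16% in these data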;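 note: 0% = DMSO wells and 100% = 60 µM geldanamycin wells; inhibitors lower the luminescence because luciferase stays unfolded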
HSF1 inh = HSF1 inhibitors in luciferase reporter cells, primary screen, cell-based, NIH3T3, luminescence | NIH3T3-HGL HSE-luciferase, MG132-induced, luminescence 8 h; hits give low values | activity change, negative = inhibition, % at 7.5 µM (by protocol) | 300,000 compounds, 0.77% hits | AID 2098, 2009;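 active = more than half of replicate wells show activity change below -50%, luminescence cut by over half; inconclusive = some wells, but at most half, below -50%; inactive = no replicate well below -50%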;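 note: luciferase reports HSF-1 transcriptional activity via heat shock element; 0% = median of DMSO wells and -100% = zero luminescence signal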
GSK3A inh = blockers of GSK3A enzyme activity – biochemical, luminescence, cell-free homogeneous, HTS, primary screen | Glycogen synthase kinase-3 alpha (Homo sapiens), P49840 | GSK-3 alpha kinase, ADP-Glo luminescence, 60 min | inhibition, % at 10 µM | 320,000 compounds, 0.1% hits;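 in the data active = inhibition above about 50%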;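 note: GST-tagged GSK-3 alpha with peptide substrate and 25 µM ATP; 0% = DMSO neutral wells and 100% = GW8510 positive control wells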
Target sequence (P49840 whole entry, looked up): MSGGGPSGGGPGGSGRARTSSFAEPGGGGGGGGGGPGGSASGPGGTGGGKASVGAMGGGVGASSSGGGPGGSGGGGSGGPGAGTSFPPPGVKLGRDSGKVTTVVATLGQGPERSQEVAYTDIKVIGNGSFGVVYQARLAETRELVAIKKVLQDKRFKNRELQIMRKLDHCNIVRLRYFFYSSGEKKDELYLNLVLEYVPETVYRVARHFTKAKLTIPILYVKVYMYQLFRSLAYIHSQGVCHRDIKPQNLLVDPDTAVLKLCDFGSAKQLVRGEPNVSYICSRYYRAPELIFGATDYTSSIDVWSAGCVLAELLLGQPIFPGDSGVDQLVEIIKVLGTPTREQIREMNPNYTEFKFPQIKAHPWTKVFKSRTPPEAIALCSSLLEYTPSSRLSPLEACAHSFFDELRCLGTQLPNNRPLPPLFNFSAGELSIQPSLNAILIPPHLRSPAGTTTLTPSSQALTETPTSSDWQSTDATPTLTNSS
IEC-6 tox = cytotoxicity in IEC-6 intestinal epithelial cells, primary screen, cytotoxicity control for KLF5 inhibitor project, cell-based, luminescence. inhibition, % at 5 µM. 290,000 compounds, 0.78% hits. IEC-6 cytotoxicity, luminescence viability. AID 1825, 2009; in the data active = inhibition above about 22%;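 note: 0% = plate median of test compound wells and 100% = cytotoxic reference compound wells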
aSyn 5UTR inh = MLPCN primary screen, SNCA 5' untranslated region; alpha-synuclein 5'UTR reporter, inhibitor activity; inhibition, % (tested at 7.5 µM); 300,000 compounds, 0.82% hits; AID 1813, 2009; in the data active = inhibition above about 60%; inconclusive = no clear call, values can overlap the other calls;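 note: H4 neuroglioblastoma cells stably carrying SNCA 5'UTR luciferase fusion; 0% = DMSO wells and 100% = positive control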
KLF5 inhibitor = KLF5 expression inhibitors, primary screen, DLD-1 cells, luminescence; DLD-1 KLF5 promoter-luciferase reporter; inhibition, % at 5 µM; 290,000 compounds, 0.23% hits; AID 1700, 2009;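 active = inhibition above a per-plate limit of that plate's mean compound inhibition plus 3 SD, cut at about 60% in these data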;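 note: 0% = DMSO wells and 100% = LY294002 at 200 µM; higher means less KLF5 promoter-driven luciferase light; inactives centre near -14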
DYRK1A inh = rat Dyrk1A kinase inhibitors, primary screen, biochemical, single point, plate reader | inhibition, % at 12.5 µM | 310,000 compounds, 0.43% hits | ADP-Glo luminescence, NFATc1 peptide | AID 504441, 2011; in the data active = inhibition above about 50%;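 note: plate controls were vehicle with enzyme for no effect and no enzyme for full effect; many of its hits are not listed in these tables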
Platelet DG rel = inhibitors of platelet dense granule secretion, primary screen, cell-based, MLPCN, human platelets. 300,000 compounds, 0.22% hits. human platelet-rich plasma, SFLLRN dense granule ATP release, luminescence. inhibition, %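 (compounds screened at 7.5 µM in platelet-rich plasma)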;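 active = mean replicate score, as percent of positive control, at or above 50; inconclusive = mean below 50 but at least one replicate at or above 50; inactive = mean and every replicate below 50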
GSK3B inh = human GSK3beta kinase inhibitors, primary screen, biochemical, cell-free homogeneous, HTS. Glycogen synthase kinase-3 beta (Homo sapiens), P49841. GST-GSK3beta kinase, ADP-Glo luminescence, 60 min; hits give low values. activity score (negative = inhibition), % at 10 µM. 300,000 compounds, 0.038% hits. AID 2097, 2009;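 active = more than half of replicate wells score below -50%, meaning over 50% inhibition versus plate controls; inconclusive = some replicates but at most half score below -50%; inactive = no replicate scores below -50%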;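 note: 0% = median DMSO wells and -100% = median GW8510 positive control wells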
Target sequence (P49841 whole entry, looked up): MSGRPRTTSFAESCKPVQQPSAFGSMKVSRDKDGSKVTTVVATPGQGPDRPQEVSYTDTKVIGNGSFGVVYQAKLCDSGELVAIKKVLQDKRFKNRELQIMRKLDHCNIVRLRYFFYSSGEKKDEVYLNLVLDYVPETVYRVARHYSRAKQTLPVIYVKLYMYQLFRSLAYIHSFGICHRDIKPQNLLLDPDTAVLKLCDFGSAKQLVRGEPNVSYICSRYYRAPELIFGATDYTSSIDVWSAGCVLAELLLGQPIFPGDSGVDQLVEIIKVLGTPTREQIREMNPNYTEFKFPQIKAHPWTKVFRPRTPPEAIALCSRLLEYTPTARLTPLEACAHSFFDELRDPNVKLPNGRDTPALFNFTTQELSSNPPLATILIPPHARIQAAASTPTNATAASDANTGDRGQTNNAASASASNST
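Assay system: GST-fused GSK3beta enzyme, cell-free / Medium: Tris pH 7.5 buffer with MgCl2, DTT, BSA, heparin / Also added: peptide substrate plus 25 µM ATP (final) / Compound: 10 µM single point / Timing: kinase reaction with compound 60 min at room temperature / Detection: ADP-Glo luminescence / Benchmarks: DMSO neutral wells and GW8510 at 20 µM as positive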
HSF-1 act = HSF-1 activators, primary screen, NIH3T3-HGL cells, MG132 stress, luminescence, single point | NIH3T3-HGL HSF-1 luciferase reporter, 8 h; 100% = twice DMSO control signal | activation, % at 9 µM | 300,000 compounds, 1.7% hits;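 active = mean replicate activation of at least 50% with a set share of replicates each reaching 50%; inconclusive = only one of those two conditions met; inactive = mean below 50% and too few replicates reaching it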;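 note: 0% = median of the neutral control wells and 100% = twice that signal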
* = called active by the depositor; ? = inconclusive; nt = not tested or not shown.

SMILES	HSP90 refold inh	HSF1 inh	GSK3A inh	IEC-6 tox	aSyn 5UTR inh	KLF5 inhibitor	DYRK1A inh	Platelet DG rel	GSK3B inh	HSF-1 act
Cc1cc(OCC(=O)NCc2cccnc2)c2c(C)c(Cc3ccccc3)c(=O)oc2c1	-1	3	0	0	-7	-15	0	-10	-2	4
CN(C(=O)C(Cl)Cl)C1CC2C=CC1C2 (stereo not drawn)	-2	8	0	1	-11	-7	6	4	2	11
COc1ccc(/C=C(\NC(=O)c2ccc([N+](=O)[O-])cc2)C(=O)NCCN2CCOCC2)cc1	-3	0	-1	1	15	-5	-4	3	1	7
O=C(C1CSC2(c3ccc(F)cc3)CCC(=O)N12)N1CCCCCC1 (stereo not drawn)	1	-1	1	3	23	15	3	-3	0	-5
COc1ccc(OC)c(S(=O)(=O)N2CCC(C(=O)N3CCN(c4ccc(F)cc4)CC3)CC2)c1	-9	5	-3	-7	13	1	4	13	3	1
CC(C)OCCCNCc1cccs1	2	-3	-6	-2	1	-31	6	-20	0	-27
C/C=C(/C)C(=O)O[C@@H]1[C@H](OC(C)=O)c2c(ccc3ccc(=O)oc23)OC1(C)C	4	-6	3	5	17	4	19	5	-5	4
CCC(=O)N1CCc2cc(S(=O)(=O)CCC(=O)Nc3ccc(C(C)=O)cc3)ccc21	2	-12	-2	-1	4	-4	1	28	4	-14
O=c1c2c(-c3ccco3)csc2nc(SCc2cn3cccnc3n2)n1-c1ccccc1	4	7	0	-15	52	-22	-2	23	1	48
CC(=O)c1c(C(C)=O)c(C)n(Cc2ccccc2)c1C	0	-6	-1	-2	-1	-5	2	4	-2	5
COC(=O)c1cccc(NC(=O)c2cccc(OC)c2)c1	-1	nt	2	4	nt	-62	14	nt	nt	nt
[O-][n+]1c2c(c3c4non(O)c4ccc31)CCCC2	6	2	0	0	-28	-29	21	9	4	11
CCOC(=O)C1CCN(c2cc(=O)n(Cc3ccc(F)cc3)c(=O)[nH]2)CC1	-6	-2	0	-8	-16	-2	-2	-2	-2	-13
O=C(COc1ccccc1)NC(=S)N1CCc2ccccc21	1	-2	0	-6	-47	-2	-2	3	3	19
O=C(/C=C/c1cccc([N+](=O)[O-])c1)N1CCN(c2ccccn2)CC1	2	-6	0	2	17	-21	-3	2	1	3
CC(=O)C1=C(C)NC(=O)CC1c1ccc(Br)cc1 (stereo not drawn)	-2	16	1	-5	7	-10	1	-8	0	42
CC(Oc1cccc(Cl)c1)C(=O)Nc1ccc(S(=O)(=O)Nc2ncccn2)cc1 (stereo not drawn)	nt	-11	-1	nt	8	nt	-4	4	3	-4
CC(=O)NC1=NN(C(C)=O)C(c2ccccc2)S1 (stereo not drawn)	1	nt	0	5	28	-43	-4	23	0	nt
O=C(NCCc1ccc(Cl)cc1)c1ccc(OCC2CCCO2)cc1 (stereo not drawn)	0	20	2	-6	-42	-35	-8	17	-1	15
O=C(Nc1ccc(-c2cn3ccccc3n2)cc1)c1ccc(Cl)cc1	0	11	-1	5	-35	-65	-6	-18	-4	-10

Fetched one by one from the list above, two records:
SMILES	HSP90 refold inh	HSF1 inh	GSK3A inh	IEC-6 tox	aSyn 5UTR inh	KLF5 inhibitor	DYRK1A inh	Platelet DG rel	GSK3B inh	HSF-1 act
COC(=O)c1cccc(NC(=O)c2cccc(OC)c2)c1	-1	nt	2	4	nt	-62	14	nt	nt	nt
O=C(COc1ccccc1)NC(=S)N1CCc2ccccc21	1	-2	0	-6	-47	-2	-2	3	3	19

Next results follow:
SMILES	HSP90 refold inh	HSF1 inh	GSK3A inh	IEC-6 tox	aSyn 5UTR inh	KLF5 inhibitor	DYRK1A inh	Platelet DG rel	GSK3B inh	HSF-1 act
Cc1cc(CNC(=O)c2ccc3oc(C(C)C)nc3c2)nn1C	-2	0	-1	3	-6	6	4	-1	1	7
CCCc1cc(-c2n[nH]c(=S)n2C(C)c2ccccc2)cs1 (stereo not drawn)	8	1	-1	1	-5	-29	0	-6	0	7
Cc1[nH]c2ccccc2c1/C=C(\C#N)C(=O)NC(C)c1ccccc1 (stereo not drawn)	-1	-7	-5	-2	7	-34	0	5	-1	2
C(=N\N1CCN(C(c2ccccc2)c2ccccc2)CC1)/c1ccc2c(c1)OCO2	-1	11	-3	-4	37	-72	3	-2	-1	17
Cc1ccc(-n2c(SCC(=O)Nc3ccc4cn[nH]c4c3)nnc2-c2ccco2)cc1	-3	10	2	-1	37	-23	-4	29	1	14
COc1ccc(-n2c(C)n[nH]c2=O)cc1	4	-3	3	-4	-10	-20	6	-1	0	0
COc1ccc2nc(NC(=O)CSc3nnc(N)s3)sc2c1	4	9	1	-2	-43	-22	-1	-3	1	19
O=C(Cc1ccccc1)Nc1cccc(N2CCCC2)c1	4	nt	3	-1	nt	-7	5	1	-2	nt
O=C(CN1CCCCCC1)Nc1ccc(Br)cc1Br	-2	15	-2	-5	-101	-39	3	-3	2	-13
CC(/C=N/NC(=O)CNc1n[nH]c(=O)[nH]c1=O)c1ccccc1 (stereo not drawn)	3	-1	-3	5	8	-8	2	6	1	-3
C/C(=N\NC(=O)c1ccc(Cn2cc(Br)cn2)o1)c1cccc(NC(=O)C(C)C)c1	0	-3	0	7	-19	-25	-3	36	2	-7
COc1ccc2c(c1)c(C(=O)CN1CCN(Cc3ccccc3)CC1)c(C)n2C	28*	0	0	2	0	20	nt	6	-1	7
COc1ccc(NC(=O)CN(C)C(=O)c2c(-c3c(F)cccc3Cl)noc2C)cc1	nt	4	-2	nt	-5	nt	8	-24	2	0
CC1(C)Cc2ccccc2-c2nnc(C(F)(F)F)n21	5	-4	-2	-2	37	-8	-3	16	2	16
O=C(O)CNc1nc(-c2ccccc2)c2cc([N+](=O)[O-])ccc2n1	-3	-3	-2	3	39	-14	13	-39	0	12
CCOc1ccc(CN(C)C(=O)CNC(=O)Cc2cccc3ccccc23)cc1	7	2	2	5	11	11	2	11	-2	-4
CCCCNC(=S)NNC(=O)c1ccco1	2	0	-3	-8	-3	2	3	-3	1	5
Cc1ccc(C(C(=O)NC2CCCC2)N(C(=O)c2csnn2)C2CC2)cc1 (stereo not drawn)	2	-4	0	2	-11	-2	7	-4	-1	-2
COc1ccc(N2C(=O)CC2(C#N)c2ccc(OCc3ccccc3)cc2)cc1 (stereo not drawn)	0	3	1	-12	-18	-33	6	13	-2	5
Cc1cc2ccccc2n1CCNC(=O)Cc1ccccc1	2	-5	-5	3	7	-22	-6	19	1	0
O=C(CSc1oc(-c2ccco2)nc1S(=O)(=O)c1ccc(Cl)cc1)NCC1CCCO1 (stereo not drawn)	6	9	-2	0	28	-8	0	-11	2	16
Cc1ccccc1/C=N/n1c(C2CCCCC2)n[nH]c1=S	0	-3	0	3	14	-15	0	0	-4	-7
CCOC(=O)c1c(C)nc2ccccc2c1C	0	1	-1	0	21	-5	nt	0	0	2
Cc1ccc(S(=O)(=O)Oc2ccccc2/C=N/O)cc1	-1	2	0	5	-2	-39	8	-9	-2	-14
COc1ccccc1NC(=O)CSC1=NC(=O)C(Cc2ccccc2)C(=O)N1 (stereo not drawn)	-1	3	1	4	-16	-7	12	0	0	7
Cc1ccccc1C(=O)Nc1cccc(C(=O)N/N=C/c2cc(Cl)cc([N+](=O)[O-])c2O)c1	0	-14	0	-2	0	-13	-2	12	0	-17
O=[N+]([O-])c1ccccc1Sc1nccn1Cc1ccccc1	-2	-2	-1	-1	5	-22	-7	-2	3	2
Cc1noc(C)c1C(=O)NCc1ccccc1F	-5	-5	-6	-1	12	-32	nt	2	0	-13
Cc1ccc(-c2cccc(CN3CCN(C(C)C)C(CCO)C3)c2)o1 (stereo not drawn)	3	4	0	8	-12	0	2	2	1	-2
CC1CC(C)CN(CCCNC(=O)C2CCCN(S(=O)(=O)N3CC(C)CC(C)C3)C2)C1 (stereo not drawn)	-4	-2	-1	3	31	-32	4	0	-5	-2
CCCc1ccc(C(=O)CCC(=O)NNC(=O)c2ccncc2)cc1	-1	-6	-1	-8	-2	-45	-9	17	3	7
COc1ccc(CNC(=O)CN(c2ccc(C)cc2)S(=O)(=O)c2c(C)nn(C)c2C)cc1	-2	-7	-1	-3	12	-20	-3	-3	5	-5
N#Cc1c(C(F)(F)F)cc(-c2cccs2)nc1SCc1cccnc1	3	-7	-3	1	1	-10	nt	-3	1	13
Cc1ccc(CN2CCNC(=O)C2CC(=O)O)o1 (stereo not drawn)	1	-8	-2	-6	9	3	11	-6	1	-28
O=[N+]([O-])c1ccc(O)c(P(=O)(c2ccccc2)c2ccccc2)c1	1	-4	-5	8	11	-30	9	-5	0	-4
Cc1ccc(S(=O)(=O)N2CCN(S(=O)(=O)c3ccc4c(c3)OCCO4)CC2)cc1	0	-7	-3	1	-33	15	9	-3	-1	-10
CC(C)N1CCC(=NNC(=O)c2ccc(Br)o2)CC1	-1	26	-1	6	-9	-26	9	-6	3	30
Cn1c(-c2ccc3nc(N)sc3c2)nc2cc(N)ccc21	10	24	nt	3	-72	-48	-4	5	-3	34
COc1ccc2oc(C(=O)CCC(=O)O)c(N)c2c1	1	2	0	6	-21	-18	1	-2	1	4
CCN(CC)S(=O)(=O)c1ccc(-n2cnc3cc(C)c(C)cc32)nc1	0	-2	-2	-8	-9	-12	4	-1	nt	9
O=[N+]([O-])c1ccc(-c2cnc(NO)nc2)cc1	6	-9	-2	-4	0	-6	2	8	-1	-7
O=C(CN1C(=O)c2cccc3cccc1c23)N1CCN(c2cccc(Cl)c2)CC1	4	5	0	11	9	-24	-4	?	-1	9
O=C(Nc1ccc(Cl)c(Cl)c1)Nc1cc(S(=O)(=O)N2CCOCC2)ccc1N1CCCC1	-3	-8	1	2	26	12	-2	7	-4	11
COc1ccc(C(=O)/C(=C/O)N=Nc2ccc(F)cc2)cc1	3	9	2	9	-64	6	3	1	-3	20
CC(C)NC(=O)c1ccccc1S(=O)c1ccccc1C#N (stereo not drawn)	-2	-2	-5	-4	-5	-18	-3	-6	-1	-17
CC1CN(c2cnn(C(C)C)c(=O)c2Cl)CC(C)O1 (stereo not drawn)	-3	-2	-3	-3	17	-19	4	2	2	-2
N[C@@H](Cc1ccccc1)c1nnc2sc(SCc3ccccc3)nn12	-1	-1	-2	2	-22	-3	-8	0	4	14
CC(C)(C)c1ccc(-c2cn(-c3ccc(Br)cc3)c3[n+]2CCCS3)cc1	1	-7	nt	50*	-8	35	-4	3	0	-11

High-throughput results (PubChem)

This is a subset; count on the stated rates, not on these rows.
